# CASP6 VEID inh – human caspase-6 inhibitors, primary screen, biochemical, VEID-R110 fluorescence, single point, set 2; P55212; purified caspase-6, Z-VEID-R110 cleavage fluorescence; inhibition, % at 12.5 µM; 0.53% of 350,000 active;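 active means mean inhibition across replicates at least about 35%, with every replicate also reaching that limit, limit read from the data; inconclusive means only one of the two criteria met; inactive means neither criterion met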;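 further: 0% = median of neutral control wells and 100% = no fluorescence left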
# Target sequence (P55212 24-179 limits assumed): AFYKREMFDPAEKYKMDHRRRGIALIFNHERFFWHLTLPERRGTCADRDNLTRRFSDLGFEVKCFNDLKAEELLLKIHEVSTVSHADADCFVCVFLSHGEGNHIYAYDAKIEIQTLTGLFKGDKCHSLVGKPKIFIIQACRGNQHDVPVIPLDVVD
# Target sequence (P55212 194-293 limits assumed): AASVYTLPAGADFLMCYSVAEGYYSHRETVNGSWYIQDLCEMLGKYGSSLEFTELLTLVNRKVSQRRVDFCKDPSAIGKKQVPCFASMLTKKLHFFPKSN
# GSIS activator – GLuc luminescence reporter in INS-1E cells, primary screen for activators of glucose-dependent secretion of insulin; INS-1E GLuc reporter insulin secretion, 2-3 h; activation, % at 16.6 µM; 0.61% of 370,000 active; AID 743287, 2014;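 active means lowest replicate activation of at least 40%, so every replicate reaches that level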;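 further: 0% = median of neutral control wells and 100% = median of IBMX positive control wells; some compounds called inactive have numbers as strong as hits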
# DENV2 CPE rescue – inhibitors of DENV2 cytopathic effect, primary screen, cell-based, plate reader, single concentration; DENV2-infected cells, cytopathic effect rescue; CPE inhibition, % at 9.99 µM; 1.7% of 350,000 active; AID 651640, 2012; in the data active means CPE inhibition above about 20%, passing the limit was not always enough; inconclusive means no clear call, values can overlap the other calls; tested in BHK-21 cells;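 further: 0% = median of neutral control wells and 100% = median of positive control wells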
# Xi reactivation – activators of inactive X chromosome reactivation, primary screen, imaging, XiGFP fibroblasts, GFP high-content imaging, set 2; XiGFP mouse fibroblasts, % GFP-positive cells imaging, 3 d; cells co-treated with 5-aza-dC sensitizer; scaled so ellipticine positive control = 100%; activation, % at 7.58 µM; 0.055% of 360,000 active;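 active means mean normalized replicate activation at least 10% and every replicate at or above 10%; inconclusive means only one of the two criteria met; inactive means mean below 10% and not all replicates reach 10%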;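 further: 0% = median of on-plate neutral control wells and 100% = ellipticine 6 µM median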
#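 Schedule: 3 d treatment, 15 min room-temperature fixation; system: 68-5-11 XiGFP fibroblast line; buffer or medium: DMEM plus 5-aza-dC sensitizer; control set: ellipticine 6 µM positive control; compound: one concentration, pinned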
# RAD52 inh – RAD52 DNA annealing inhibitors, primary screen, biochemical, FRET, single point, set 2; DNA repair protein RAD52 homolog (Homo sapiens), P43351; recombinant RAD52 DNA annealing, FRET fluorescence; inhibition, % at 18.7 µM; 0.46% of 360,000 active; AID 651710, 2012;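 active means every replicate showing at least 50% inhibition; inconclusive means mean inhibition at least 50% but not in every replicate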
# E-selectin induc – E-selectin induction in HUVECs, primary screen, imaging, HUVEC, immunofluorescence imaging, single point | P16581 | 0.37% of 260,000 active | AID 686992, 2013 | activation, % at 7.58 µM | normalized: neutral wells 0, TNF-alpha wells 100;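 active means mean E-selectin-positive cell signal at least 10% of the positive control, reached in at least 60% of replicates, without over 20% cell loss; inconclusive means no rule given, readout overlaps actives, possibly toxicity-flagged; inactive means the rest, including those meeting only one limit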;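 further: in these data hits start at about 27%; measured in HUVEC primary endothelial cells; signal is the percent of cells scored E-selectin positive by PE staining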
#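 Assay system: HUVEC, human umbilical vein endothelial cells / Amount: 3,000 HUVEC/well / Controls: TNF-alpha positive control, DMSO neutral control / Compound dosing: single concentration / Medium: EGM-2 over gelatin coat / Evaluation: percent E-selectin-positive cells / Signal: immunofluorescence imaging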
# CFTR F508del cor – F508del CFTR correction, initial screen, CFBE line, single point. CFBE cells, YFP halide quenching; stimulated with forskolin plus potentiator P3; % fluorescence drop versus neutral controls. activity (quench increase), % at 7.58 µM. 0.36% of 350,000 active. AID 720511, 2013;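 active means mean added fluorescence quench of at least 8% versus neutral control, with both replicates also reaching 8%; inconclusive means only one of the mean or replicate conditions met; inactive means mean below 8% and not both replicates reaching 8%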;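 further: cells transiently co-express mutant CFTR-F508del with the halide-sensitive YFP; corrector assay measuring rescue of mutant channel to the surface after 24 h compound exposure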
# RAD54 inh – inhibitors of human RAD54 branch migration, primary screen, biochemical, fluorescence, single point; 0.14% of 360,000 active; AID 602329, 2012; inhibition, % at 10.4 µM; RAD54 Holliday junction branch migration, FAM/BHQ fluorescence;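 active means mean normalized replicate activity at least 40 and at least half of replicates scoring 40 or more; inconclusive means only one of the two criteria met; inactive means mean below 40 and under half of replicates reaching 40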;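 further: 0% = median of neutral control wells and 100% = median of positive control wells; inhibitors cause a drop in the FAM fluorescence signal; in these data hits start at about 50%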
# Target sequence (Q92698 whole entry, looked up): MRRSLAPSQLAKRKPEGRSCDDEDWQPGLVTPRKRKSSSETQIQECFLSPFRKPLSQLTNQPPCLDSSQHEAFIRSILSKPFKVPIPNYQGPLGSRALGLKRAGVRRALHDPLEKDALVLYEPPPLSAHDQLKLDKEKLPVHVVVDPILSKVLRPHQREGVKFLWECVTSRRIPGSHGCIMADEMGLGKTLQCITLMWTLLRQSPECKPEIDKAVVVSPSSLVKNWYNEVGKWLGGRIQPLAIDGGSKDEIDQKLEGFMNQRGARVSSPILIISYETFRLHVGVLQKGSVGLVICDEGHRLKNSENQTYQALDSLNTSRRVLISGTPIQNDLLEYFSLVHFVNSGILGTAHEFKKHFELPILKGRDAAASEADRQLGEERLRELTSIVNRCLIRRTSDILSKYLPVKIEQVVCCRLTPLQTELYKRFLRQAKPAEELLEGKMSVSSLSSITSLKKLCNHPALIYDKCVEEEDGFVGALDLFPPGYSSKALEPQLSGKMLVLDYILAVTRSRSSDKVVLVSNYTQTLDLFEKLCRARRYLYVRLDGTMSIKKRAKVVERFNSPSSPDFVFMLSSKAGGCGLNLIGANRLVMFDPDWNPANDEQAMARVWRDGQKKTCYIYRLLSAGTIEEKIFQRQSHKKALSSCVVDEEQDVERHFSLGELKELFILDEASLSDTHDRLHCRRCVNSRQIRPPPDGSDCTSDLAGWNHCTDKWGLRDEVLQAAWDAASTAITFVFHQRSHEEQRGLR
# Starred values were filed as active, the others as inactive; u = inconclusive; x = not tested or not shown.
SMILES,CASP6 VEID inh,GSIS activator,DENV2 CPE rescue,Xi reactivation,RAD52 inh,E-selectin induc,CFTR F508del cor,RAD54 inh
COc1ccc(CN(C)C[C@H]2OCCCC[C@H](C)Oc3ccc(NS(=O)(=O)c4c(C)noc4C)cc3C(=O)N([C@H](C)CO)C[C@@H]2C)cc1,x,-4,6,0.1,x,-0.1,1.0,-4
Cc1ccc(S(=O)(=O)N2CCC(C(=O)NCCCN3CCOCC3)CC2)cc1C,60*,18,3,-0.1,4,2.1,0.8,-7
COCCCNCC(O)COc1cccc2[nH]c(C)cc12 (centres undefined),-78,6,-5,0.0,27,x,x,x
Cc1cccc(N2CCN(Cc3ccc([N+](=O)[O-])o3)CC2)c1C,8,-8,10,0.0,-11,-0.1,-1.2,1
CCN(CC)C(=O)Cn1cc(S(=O)(=O)CC(=O)Nc2ccc(F)cc2F)c2ccccc21,2,45,4,0.5,-11,x,3.4,11
COc1ccc(N2CCN(S(=O)(=O)CC34CCC(CC3=O)C4(C)C)CC2)cc1 (centres undefined),3,x,3,0.1,0,x,0.9,0
O=C1NC[C@H](Cc2ccccc2)N(CC2CCN(CCC34CC5CC(CC(C5)C3)C4)CC2)C1=O,-3,-11,0,0.2,-10,-0.3,-0.7,-6
CCOc1ccc(CCNS(=O)(=O)c2ccc3c(c2)NC(=O)CO3)cc1OCC,3,20,u,0.8,-6,0.0,-1.5,6
C[C@@H](NC(=O)c1[nH]cnc1C(=O)Nc1ccccc1)c1ccccc1,5,-15,-2,0.0,-16,0.3,-5.9,5
Cc1ccc(S(=O)(=O)N2CCN(C(=O)Cn3c(=O)cnc4ccccc43)CC2)cc1,2,x,-2,-0.1,-85,x,1.2,-4
CN(c1ccccc1)S(=O)(=O)c1ccc(C(=O)NCc2cccs2)cc1,2,-18,11,-0.2,-32,-0.3,-2.0,4
Nc1ccc(S(=O)(=O)Nc2nccs2)cc1,3,5,-4,0.0,-16,x,0.1,6
O=C(O)C[C@@H]1CC[C@@H]2[C@H](COC[C@H](O)CN2S(=O)(=O)c2ccc(F)cc2)O1,2,-4,6,0.0,5,-0.1,-2.4,1
C/C(=N/NC(=O)c1cc(-c2ccc(Br)s2)[nH]n1)c1ccco1,-1,8,4,0.0,-19,x,-0.6,x
CC[C@H](C)[C@H](NC(=O)c1ccccc1)C(=O)Nc1ccc(S(=O)(=O)Nc2cc(C)nc(C)n2)cc1,1,2,1,0.1,-13,-0.2,-0.1,7
O=C(CCNS(=O)(=O)c1cccc(C(F)(F)F)c1)NCc1ccco1,2,-14,-1,0.9,-7,x,-4.6,0
CCc1ccc(-n2c(=S)sc3c(=O)n(-c4ccccc4OC)c(=S)[nH]c32)cc1,5,7,x,0.0,-22,1.7,-2.7,10
Cc1ccc(NC(=O)CSc2ncnc3ccccc23)cc1S(=O)(=O)N1CCOCC1,-2,-14,0,-0.2,-39,x,-2.5,-5
C[C@@H]1CN([C@@H](C)CO)S(=O)(=O)c2ccc(-c3ccc(F)cc3)cc2O[C@H]1CN(C)S(C)(=O)=O,1,-5,4,0.7,7,-0.6,1.7,7
Cn1cc(S(=O)(=O)NCc2cccs2)c(=O)n(C)c1=O,2,8,-19,-0.1,-2,-2.2,-5.3,-5
CN1CCN(C(=O)C[C@H]2CC[C@@H]3[C@H](COc4ccc(NC(=O)C5CCCC5)cc4C(=O)N3C)O2)CC1,-2,-8,u,0.2,-2,0.3,0.0,x
Cc1cc(C)n(-c2cc(O)c(-n3nc(C)cc3C)cc2O)n1,6,13,4,0.2,2,x,0.1,x
CCCC(=O)N1CCC1(C)C(=O)Nc1ccc2c(c1)OCCO2 (centres undefined),3,-1,15,0.0,-8,3.2,1.3,-3
COc1cc(N(C)C)c([N+](=O)[O-])cc1C(=O)N1CCOCC1,0,x,8,-0.1,-9,4.2,1.5,4
C[C@H]1CCCCO[C@@H](CN(C)S(=O)(=O)c2ccc(F)cc2)[C@@H](C)CN([C@@H](C)CO)C(=O)c2cc(NC(=O)NC3CCCCC3)ccc2O1,-1,-31,-2,0.2,-56,0.4,-4.9,-4
CCOC(=O)N1CCN(c2ccc(S(=O)(=O)N3CCOCC3)cc2[N+](=O)[O-])CC1,-2,-5,2,0.2,-8,-0.1,-1.9,x
COc1ccc(C(CNC(=O)c2cc3ccccc3o2)N2CCCC2)cc1 (centres undefined),-4,32,u,0.1,-340,0.5,-0.2,0
O=C(NC1CCCCC1)N[C@H]1CC[C@@H](CCNS(=O)(=O)c2ccccc2)O[C@H]1CO,-2,11,0,0.2,8,0.9,-1.5,1
O=S(=O)(NCc1ccccn1)c1ccc(Cl)s1,0,12,-2,0.1,-11,x,0.9,x
O=C(CCn1c(=O)c2ccccc2n(CC(=O)N2CCN(c3ccccc3)CC2)c1=O)NCc1ccco1,1,12,-7,0.1,-21,-0.1,0.8,9

# Part of the list above with just CASP6 VEID inh.
SMILES | CASP6 VEID inh
Cn1cc(S(=O)(=O)NCc2cccs2)c(=O)n(C)c1=O | 2
Cc1ccc(NC(=O)CSc2ncnc3ccccc23)cc1S(=O)(=O)N1CCOCC1 | -2

# Continued:
SMILES,CASP6 VEID inh,GSIS activator,DENV2 CPE rescue,Xi reactivation,RAD52 inh,E-selectin induc,CFTR F508del cor,RAD54 inh
Cc1ccccc1C(=O)Nc1c(C)[nH]c(=O)[nH]c1=O,-4,-10,0,0.0,-7,x,-3.8,1
CC(C)C[C@H]1CN([C@@H](Cc2ccccc2)CN2CCC[C@H]2CN2C(=O)C(=O)NC[C@@H]2Cc2ccc(O)cc2)C(=O)C(=O)N1CCc1ccccc1,6,-9,2,0.1,-11,0.1,-3.1,x
COc1ccc(NC(=O)CN(C)C(=O)CCc2ccccc2)cc1,-1,10,1,0.2,-3,1.0,2.4,-5
C[C@H]1CN([C@@H](C)CO)C(=O)c2cc(NC(=O)C3CC3)ccc2O[C@@H]1CN(C)Cc1ccc2c(c1)OCO2,-3,13,5,0.1,2,1.2,1.7,-7
CN(CCc1ccccn1)C(=O)CCC1CCCN(C(=O)c2c(F)ccc(F)c2F)C1 (centres undefined),-1,10,3,-0.1,-8,0.2,-1.2,8
Cc1ccc(CNC(=O)c2ccc(N3CCC4(CC3)CC(c3ccccc3)=NO4)c(NC(=O)c3ccc(Br)cc3)c2)cc1,-3,-20,-1,0.0,-14,-0.3,2.1,-5
Cc1ccc(S(=O)(=O)N(C)C[C@@H]2Oc3ccc(NS(=O)(=O)c4ccc(F)cc4)cc3C(=O)N([C@@H](C)CO)C[C@H]2C)cc1,x,-15,2,-0.6,x,-0.3,-0.5,-5
COc1ccc2c(C)cc(N3CCCCCC3)nc2c1,-4,1,-10,0.0,-12,-0.5,0.7,x
Cc1cc(C)n(C(=O)c2ccc(NC(=O)C3CC3)cc2)n1,-1,5,-1,0.0,-5,1.1,1.5,6
CCOc1ccccc1NC(=O)NNC(=O)c1ccc2ccccc2c1,-3,-11,u,0.2,1,-0.1,1.8,-13
COc1ccc(C(=O)COC(=O)Cn2[nH]c(=O)c3ccccc3c2=O)c(OC)c1,0,24,-3,0.1,-52,0.1,5.9,-4
O=C(C1CC1)N1CC[C@H]2[C@H](CO)Nc3ccc(-c4ccc(F)cc4)cc3[C@H]21,6,8,3,0.2,-4,0.1,1.8,4
Cc1cccc(-n2ccnc2SCC(=O)c2c(N)n(C3CC3)c(=O)[nH]c2=O)c1C,1,17,-3,0.0,-20,0.0,-5.6,3
C=CCSc1nnc(NC(=O)COc2ccccc2)s1,1,8,u,0.0,-15,x,2.2,x
O=C(NCc1ccc(Cl)c(Cl)c1)c1cc(C2CCCCN2C(=O)C2CCCCC2)on1 (centres undefined),1,-13,-5,0.3,-6,-2.5,1.8,1
O=C(Cc1ccncc1)NCC[C@H]1CC[C@H](NS(=O)(=O)c2ccccc2Cl)[C@H](CO)O1,2,-3,-7,0.2,-24,0.0,0.3,1
CC(N)(C(=O)O)c1cccc(OCc2cccc(Cl)c2)c1 (centres undefined),-1,2,-1,-0.4,9,x,-2.0,x
COC(=O)N(C)C[C@@H]1OCc2ccccc2-c2ccccc2C(=O)N([C@@H](C)CO)C[C@@H]1C,0,0,-4,0.3,-6,-0.6,-1.6,6
O=C(CN1CCOc2ccccc21)NC1CCN(Cc2ccccc2)CC1,-12,6,-4,0.3,-19,-0.3,0.6,10
Cc1nc(NC(=O)COC(=O)/C=C/c2ccco2)c(Cl)cc1Cl,50*,-3,0,0.0,-81,-1.0,-1.2,-13
CCn1cc(CNC(=O)c2ccc(Cl)c([N+](=O)[O-])c2)c(C)n1,-1,-3,1,0.0,-11,-1.5,0.0,x
COc1ccc(/C=N/Nc2ncc(Br)cn2)c(OC)c1,0,9,6,0.0,2,u,-1.5,x
CS(=O)(=O)c1ncc(Cl)c(C(=O)Nc2ccc(OC(F)F)cc2)n1,5,59*,x,x,-7,x,x,4
CN(C)C(=O)c1cccc(-c2cnc3c(NC=O)cc(-c4ccc(C(=O)N5CCOCC5)cc4)cn23)c1,4,9,8,0.1,-29,0.6,0.2,-12
CC(C)C(OC(=O)CCC(=O)Nc1nccs1)C(=O)NC1CCCCC1 (centres undefined),1,8,1,0.0,-8,-4.2,4.3,0
CCc1nnc(NC(=O)C2CCCN2S(=O)(=O)c2ccccc2)s1 (centres undefined),2,5,-5,x,-15,x,2.5,-3
Cc1ccc(C)c2nc(Cl)c(C#N)cc12,-2,x,6,-0.1,-9,0.4,1.7,11
C[C@@H]1CN([C@H](C)CO)C(=O)c2cccc(NC(=O)c3ccncc3)c2O[C@@H]1CN(C)S(C)(=O)=O,2,-2,-1,-0.4,-11,x,-3.1,15
CC(=O)c1ccc(N(C(=O)CNC(=O)c2ccco2)C(C(=O)NCC2CCCO2)c2ccccc2)cc1 (centres undefined),-1,-9,2,0.1,4,x,-5.1,-4
COc1ccc(C(=O)NC(=S)Nc2ccccc2N2CCN(S(C)(=O)=O)CC2)cc1OC,3,13,-1,x,-17,x,-0.3,-3
C[C@@H]1CN([C@@H](C)CO)C(=O)Cc2cc(NC(=O)Nc3ccc(F)cc3)ccc2O[C@H]1CN(C)Cc1ccncc1,3,-10,-7,0.1,25,-13,1.2,4
Cc1cc(NC(=O)COC(=O)c2cccc(S(=O)(=O)N(C)C3CCCCC3)c2)no1,2,-32,2,0.0,-11,1.8,2.7,x
CCN(C(=O)CSc1nccc(=O)[nH]1)C1CCCCC1,-3,0,7,-0.1,-11,-0.7,-2.1,-10
Cc1ccccc1S(=O)(=O)NCC[C@H]1CC[C@@H](NC(=O)Nc2cccc(Cl)c2)[C@H](CO)O1,2,-19,9,-0.2,15,0.1,-0.7,-8

# Screening results: PubChem BioAssay, Broad Institute
